HRas wt GTP: human HRas wildtype GTP binding, change in either direction; P01112; GST-Ras wt beads, Bodipy-FL-GTP binding, flow cytometry; actives lie on both sides; GTP binding activity, % at 10 µM; hit rate 0.14% among 190,000;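 active = GTP binding activity at least 20% away from the 100% baseline, either lowered as inhibitor or raised as activator; inconclusive = flagged as likely green fluorescent, judged across all proteins in the well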;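 note: 0% = unlabeled GTP competition control and 100% = no-compound control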
Target sequence (P01112 whole entry, looked up): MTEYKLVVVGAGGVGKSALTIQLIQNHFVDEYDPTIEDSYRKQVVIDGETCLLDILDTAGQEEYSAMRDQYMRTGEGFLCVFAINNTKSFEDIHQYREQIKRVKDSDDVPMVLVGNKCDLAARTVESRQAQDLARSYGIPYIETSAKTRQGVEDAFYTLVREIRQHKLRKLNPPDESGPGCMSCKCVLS
Avidin fluor: avidin bead compound fluorescence profile; Avidin beads, compound fluorescence 488/530 nm, flow cytometry; active compounds read high; fluorescence (KMESF) at 10 µM; hit rate 0.38% among 220,000; in the data active = fluorescence above about 47; note: inactives centre near 10
ABCG2 inh: inhibitors of human ABCG2 transporter, ABCB1 counter-screen; hit rate 0.1% among 190,000; Q9UNQ0; inhibition, % at 6.6 µM; IgMXP3 cells, JC-1 efflux, flow cytometry;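 active = inhibition above 80%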;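 note: 0% = DMSO and 100% = nicardipine control wells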
Target sequence (Q9UNQ0 whole entry, looked up): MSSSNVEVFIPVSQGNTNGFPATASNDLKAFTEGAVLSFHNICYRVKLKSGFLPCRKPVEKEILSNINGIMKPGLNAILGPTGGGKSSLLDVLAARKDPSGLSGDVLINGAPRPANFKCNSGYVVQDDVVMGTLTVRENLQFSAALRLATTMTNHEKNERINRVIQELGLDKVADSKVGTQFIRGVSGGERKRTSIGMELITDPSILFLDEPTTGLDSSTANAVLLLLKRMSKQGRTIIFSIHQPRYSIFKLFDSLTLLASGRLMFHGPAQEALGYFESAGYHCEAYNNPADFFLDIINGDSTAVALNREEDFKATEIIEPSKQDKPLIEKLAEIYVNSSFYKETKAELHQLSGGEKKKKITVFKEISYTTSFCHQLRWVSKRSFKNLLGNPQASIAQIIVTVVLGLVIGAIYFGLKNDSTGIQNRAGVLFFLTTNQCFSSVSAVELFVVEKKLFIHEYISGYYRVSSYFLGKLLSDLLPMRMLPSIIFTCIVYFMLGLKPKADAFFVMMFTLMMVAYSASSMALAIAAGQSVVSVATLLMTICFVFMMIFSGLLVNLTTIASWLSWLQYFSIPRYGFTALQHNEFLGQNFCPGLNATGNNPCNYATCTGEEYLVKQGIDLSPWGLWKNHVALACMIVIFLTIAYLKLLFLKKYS
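Incubation: cells with compound and JC-1, 10 min at 25 °C, rotating, no wash / Test system: IgMXP3 (ABCG2) plus far-red-tagged CCRF-Adr (ABCB1) cells / Compound dosing: one concentration, 6.6 µM final / Also added: JC-1 fluorescent substrate / Evaluation: efflux inhibition in percent versus controls / Detection: flow cytometry, 530 nm JC-1 signal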
Rac1 mut GTP: modulators of GTP binding to human Rac1 activated mutant. GST-Rac1 activated beads, fluorescent GTP binding, flow cytometry; actives lie on both sides; 100% means binding = to untreated wells. percent activity (GTP binding), % at 10 µM. hit rate 0.11% among 190,000. AID 764;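 active = GTP binding at least 20 percentage points away from the 100% baseline, in either direction, so actives lie on both sides; inconclusive = Compound likely fluorescent itself, or too few beads counted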
Cdc42 wt: changes GTP binding to wildtype human Cdc42 | hit rate 0.2% among 190,000 | P60953 | percent activity (GTP binding), % at 10 µM | GST-Cdc42 beads, Bodipy-GTP binding, flow cytometry; actives lie on both sides;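 active = percent activity GTP binding at least 20 points away from the 100% baseline, either down as inhibitor or up as activator; inconclusive = compound flagged as likely green fluorescent from well-wide comparison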;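 note: median bead fluorescence of bound Bodipy-FL-GTP at 100 nM; 0% = excess unlabeled GTP control and 100% = no compound control; below 100% means less GTP binding so inhibitor and above means activator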
Pf gamet viab: kills late stage P. falciparum gametocytes; inhibition, % at 10.9 µM; hit rate 0.065% among 150,000; AID 743093; P. falciparum stage V gametocytes, ATP luminescence, 24 h;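 active = inhibition above the mean plus 3 SD of compounds within the control limits, set per campaign, cut at about 38% in these data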;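 note: 0% = DMSO wells and 100% = medium only without gametocytes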
Rab2A wt mod: changes GTP binding to wildtype dog Rab2A, up or down | P61105 | GST-Rab2 wt beads, Bodipy-GTP binding, flow cytometry | GTP binding activity, % at 10 µM | hit rate 0.19% among 190,000 | AID 760;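 active = GTP binding activity at least 20 points away from 100%, either lowered or raised; inconclusive = signal likely due to the compound's own green fluorescence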;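 note: 0% = beads with excess unlabeled GTP and 100% = no-compound control corrected for plate trend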
ABCB1 block: blocks JC-1 efflux by human ABCB1 transporter. P08183. CCRF-Adr cells, flow cytometry. inhibition, % at 6.6 µM. hit rate 0.067% among 190,000. AID 1326; in the data active = inhibition above about 40%;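 note: 0% = vehicle and 100% = reference inhibitor; higher value means more JC-1 retained so stronger ABCB1 efflux block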
Rac1 wt modul: human Rac1 wildtype GTP binding, inhibitors and activators | GST-Rac1 beads, fluorescent GTP binding, flow cytometry; actives lie on both sides; 0 = cold GTP competed, 100 = untreated | GTP binding activity (% of control), % at 10 µM | hit rate 0.27% among 190,000 | AID 757;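 active = GTP binding activity at least 20 points away from the 100% control level, either lower or higher; inconclusive = compound flagged as likely green fluorescent, judged across all proteins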
Rab7 wt GTP bind: dog Rab7 wildtype GTP binding, inhibitors and activators. GST-Rab7 beads, fluorescent GTP binding, flow cytometry; actives lie on both sides; untreated = 100%, excess cold GTP = 0%. GTP binding activity (percent of control), % at 10 µM. hit rate 0.055% among 190,000;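 active = fluorescent GTP binding to Rab7 beads changed by at least 20 points from the 100% baseline, either direction, mostly lower; inconclusive = compound itself probably fluorescent, or too few beads counted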;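 note: median green fluorescence of bound Bodipy-FL-GTP per Rab7 bead population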
Mcl1 Noxa PPI: disrupts binding of human Mcl-1 to Noxa peptide. Q07820. TR-FRET Mcl-1/Noxa peptide binding, 2 h. inhibition, % at 21.7 µM. hit rate 1.5% among 220,000. AID 1022;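 active = compounds that cut the protein-peptide binding signal by more than 50% relative to plate controls in a single-dose test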;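 note: His-tagged Mcl-1 with rhodamine Noxa BH3 peptide and terbium anti-His antibody; 0% = Mcl-1 plus Noxa peptide wells and 100% = peptide-only wells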
Active calls of the source: *; ? = inconclusive; / = no result given.

1. CC(C)COC(=O)N(C)c1ccc(C(O)(C(F)(F)F)C(F)(F)F)cc1
2. O=C(c1ccccc1)N(Cc1cccs1)C1CCS(=O)(=O)C1 (stereo not given)
3. COc1ccc(C)cc1NC(=O)c1ccccc1NS(=O)(=O)c1cccc2cccnc12
4. C/C=C/Cn1cccc(C(=O)Nc2ccc(OC)cc2)c1=O
5. O=C(NC1CCc2ccccc21)C12CN(Cc3ccccc3)CC1C(c1cccc([N+](=O)[O-])c1)=NO2 (stereo not given)
6. COc1cccc(-c2ccc(SCC(=O)NCCc3ccccc3)nn2)c1

Compound	1	2	3	4	5	6
Rab7 wt GTP bind	97	102	97	93	98	99
Rac1 mut GTP	100	98	97	95	99	94
HRas wt GTP	98	101	99	96	100	98
Cdc42 wt	98	100	104	96	97	96
Mcl1 Noxa PPI	-6	-4	-4	-7	-9	5
Rac1 wt modul	100	104	104	99	100	100
ABCG2 inh	2	3	-8	7	11	7
Avidin fluor	2	13	8	21	8	8
ABCB1 block	0.2	0.6	-0.3	1.4	3.0	0.5
Rab2A wt mod	99	100	100	94	100	96
Pf gamet viab	-7	19	/	22	-7	13

Rewritten as a markdown table: two of the compounds above
| No. | canonical_smiles | Rab7 wt GTP bind | Rac1 mut GTP | HRas wt GTP | Cdc42 wt | Mcl1 Noxa PPI | Rac1 wt modul | ABCG2 inh | Avidin fluor | ABCB1 block | Rab2A wt mod | Pf gamet viab |
| --- | --- | --- | --- | --- | --- | --- | --- | --- | --- | --- | --- | --- |
| 2 | O=C(c1ccccc1)N(Cc1cccs1)C1CCS(=O)(=O)C1 (stereo not given) | 102 | 98 | 101 | 100 | -4 | 104 | 3 | 13 | 0.6 | 100 | 19 |
| 3 | COc1ccc(C)cc1NC(=O)c1ccccc1NS(=O)(=O)c1cccc2cccnc12 | 97 | 97 | 99 | 104 | -4 | 104 | -8 | 8 | -0.3 | 100 | / |

Continuation.
7. CC(C)(C)c1cc(CN2CCCC(O)C2)c(O)c(C(C)(C)C)c1 (stereo not given)
8. CCN1CNC(=S)N(CCc2ccccc2)C1
9. O=[N+]([O-])c1ccc(CSc2nc3ccccc3o2)cc1
10. c1ccc2sc(N3CCN(Cc4nnnn4CC4CCCO4)CC3)nc2c1 (stereo not given)
11. CCOC(=O)c1sc(-c2ccc(OC)cc2)cc1NC(C)=O
12. COc1ccc(OC)c(NC(=O)CSc2ncccc2C(=O)O)c1

Compound	7	8	9	10	11	12
Rab7 wt GTP bind	97	104	103	101	98	96
Rac1 mut GTP	99	100	96	100	97	95
HRas wt GTP	101	103	101	101	99	98
Cdc42 wt	103	100	100	104	97	99
Mcl1 Noxa PPI	15	-5	10	24	16	2
Rac1 wt modul	96	106	102	104	98	97
ABCG2 inh	1	3	20	4	1	1
Avidin fluor	9	4	18	27	3	6
ABCB1 block	0.5	0.4	1.4	0.1	0.4	0.5
Rab2A wt mod	100	101	101	98	98	96
Pf gamet viab	-9	14	15	/	21	8

13. O=C(NCCCn1ccnc1)/C(=C/c1ccco1)NC(=O)c1cccs1
14. CC(=O)c1cc2c(cc1NC(=O)Nc1cccc(Cl)c1)OCCO2
15. CC(=O)Nc1ccc2c(COC(=O)CC3Sc4ccccc4NC3=O)cc(=O)oc2c1 (stereo not given)
16. CCOC(=O)C1(Cc2ccccc2)CCN(Cc2cnn(CC)c2)CC1
17. CCNc1nc(Oc2ccc(=O)[nH]n2)nc(SC)n1
18. CC(C)Cn1ccc(=O)n(CC(C)C)c1=O

Compound	13	14	15	16	17	18
Rab7 wt GTP bind	110	95	99	106	100	101
Rac1 mut GTP	95	95	96	97	96	100
HRas wt GTP	101	97	97	99	99	101
Cdc42 wt	101	96	96	96	100	103
Mcl1 Noxa PPI	-6	9	27	12	4	-5
Rac1 wt modul	102	93	104	98	103	108
ABCG2 inh	-5	12	-6	0	0	9
Avidin fluor	7	34	8	3	8	9
ABCB1 block	0.2	0.5	-0.5	1.8	0.7	0.4
Rab2A wt mod	102	93	98	98	102	100
Pf gamet viab	17	-6	-2	-8	/	/

19. Cc1onc(-c2ccccc2)c1C(=O)N1CCN(S(=O)(=O)c2ccc3c(c2)OCCO3)CC1
20. CCCSc1nc(C)c(CC(=O)O)c(=O)[nH]1
21. CCOc1ccc2[nH]c(=O)c(CN(CCCN3CCOCC3)Cc3nnnn3Cc3ccc(OC)cc3)cc2c1
22. Cc1cn([C@H]2C[C@H](N=[N+]=[N-])[C@@H](CO)O2)c(=O)[nH]c1=O
23. Cc1noc(C)c1COC(=O)c1cccc(S(=O)(=O)N2CCCCCC2)c1
24. CCOC(=O)CNC(=O)CN1C(=O)CC(c2ccccc2)S(=O)(=O)c2ccccc21 (stereo not given)

Compound	19	20	21	22	23	24
Rab7 wt GTP bind	99	97	104	93	97	106
Rac1 mut GTP	96	100	95	99	97	92
HRas wt GTP	98	103	94	97	95	97
Cdc42 wt	95	103	98	103	92	94
Mcl1 Noxa PPI	24	2	12	-22	7	4
Rac1 wt modul	99	101	97	97	97	97
ABCG2 inh	1	1	-1	2	18	-3
Avidin fluor	14	13	10	12	8	9
ABCB1 block	1.5	0.1	-0.2	0.0	5.8	0.4
Rab2A wt mod	97	103	99	99	97	98
Pf gamet viab	/	/	9	/	6	19

25. O=C(COC(=O)c1cc[n+]([O-])cc1)Nc1ccccc1Sc1ccccc1
26. O=C(NCCCO)Nc1ccc2nc(-c3ccco3)c(-c3ccco3)nc2c1
27. CC(C)(C)CC(=O)Nc1ccc(C(N)=O)cc1
28. COc1ccccc1/C=N/N1C(=O)c2cccc3cccc(c23)C1=O
29. CCOC(=O)c1c(NC(=O)COc2cccc3c2CCN(C)C3=O)sc2c1CCC2
30. COCCNc1nc(SCC(=O)N2CCN(c3ccccc3)CC2)nc2ccccc12

Compound	25	26	27	28	29	30
Rab7 wt GTP bind	103	?	101	104	99	97
Rac1 mut GTP	98	?	100	95	100	98
HRas wt GTP	97	?	100	95	102	99
Cdc42 wt	95	?	102	95	106	101
Mcl1 Noxa PPI	10	101*	-12	11	11	9
Rac1 wt modul	102	?	104	97	105	103
ABCG2 inh	1	-2	0	21	-4	5
Avidin fluor	25	0	17	12	14	19
ABCB1 block	0.5	-0.5	0.1	1.7	1.4	2.4
Rab2A wt mod	98	?	101	97	99	97
Pf gamet viab	-1	/	-9	-18	19	/

31. Cc1ccc(C2C3=C(CCCC3=O)N=C3c4ccccc4C(=O)C32)cc1 (stereo not given)
32. C=CCN(C(=O)CNC(=O)c1ccco1)C(C(=O)NC1CCCCC1)c1ccc(OC)cc1 (stereo not given)
33. CCOC(=O)/C(C#N)=C\c1cc(C)n(-c2ccccc2)c1C
34. COc1ccc(CC(=O)NNC(=S)Nc2ccccc2)cc1Br
35. C/C(=N\NC(=S)NC(C)C)c1ccc(-n2ccnc2)cc1
36. Cc1c(NC(=O)COc2ncnc3ccccc23)c(=O)n(-c2ccccc2)n1C

Compound	31	32	33	34	35	36
Rab7 wt GTP bind	100	99	101	107	97	96
Rac1 mut GTP	98	97	100	100	99	99
HRas wt GTP	101	103	104	104	97	98
Cdc42 wt	98	101	103	105	100	101
Mcl1 Noxa PPI	4	7	4	-66	16	5
Rac1 wt modul	101	109	106	103	97	101
ABCG2 inh	1	2	81*	1	4	0
Avidin fluor	13	22	13	11	7	18
ABCB1 block	0.1	1.3	3.8	0.1	0.4	0.6
Rab2A wt mod	98	101	100	105	98	99
Pf gamet viab	0	/	/	2	-23	27

37. O=C(COc1ccccc1)NC1CCCCC1
38. COc1nc2c(s1)C(=O)NCCC2
39. CCC/C(=N\NC(=O)CCC(=O)NCc1ccccc1)c1ccccc1
40. Cc1cc(C(=O)O)cc(Br)c1N
41. CCNc1nc(NCC)nc(NC(N)=S)n1
42. COc1ccc(/C=C(\NC(=O)c2ccccc2Cl)C(=O)NCCCC(=O)O)cc1

Compound	37	38	39	40	41	42
Rab7 wt GTP bind	99	101	101	91	94	103
Rac1 mut GTP	102	98	91	93	96	96
HRas wt GTP	101	99	89	94	95	97
Cdc42 wt	101	100	89	92	101	97
Mcl1 Noxa PPI	1	14	11	2	12	4
Rac1 wt modul	103	103	89	99	104	98
ABCG2 inh	1	-6	5	3	11	4
Avidin fluor	7	8	9	9	12	10
ABCB1 block	0.2	-7.8	0.4	0.9	0.8	0.4
Rab2A wt mod	99	100	88	92	101	98
Pf gamet viab	-12	-3	30	-62	-2	/

43. CC(=O)NC(CCS(C)(=O)=O)C(=O)Nc1ccc2c(c1)OCCO2 (stereo not given)
44. CCOC(=O)CCC(=O)NNC(=O)c1ccc(NC(=O)c2ccccc2)cc1
45. COc1ccc(NC(=O)C2CCCC2)cn1
46. COc1ccc(OC)c(NC(=O)Cn2cc(C(=O)c3ccco3)c3ccccc32)c1
47. Cc1ccccc1N=C/C=C1\N(C)c2ccccc2C1(C)C
48. O=C(O)CCc1ccc(-c2ccc(Cl)cc2)n1Cc1ccco1

Compound	43	44	45	46	47	48
Rab7 wt GTP bind	99	97	97	103	100	98
Rac1 mut GTP	98	97	97	100	99	89
HRas wt GTP	102	97	97	100	98	97
Cdc42 wt	105	97	99	105	100	96
Mcl1 Noxa PPI	-24	23	13	-10	3	11
Rac1 wt modul	106	100	99	102	99	97
ABCG2 inh	3	2	1	18	0	2
Avidin fluor	5	7	12	23	11	20
ABCB1 block	1.0	1.1	0.0	3.1	-0.1	0.2
Rab2A wt mod	101	96	98	99	100	96
Pf gamet viab	-17	-24	-21	/	1	/
